Pf Dd2 growth: blocks in vitro growth of P. falciparum Dd2 | P. falciparum Dd2 growth, SYBR Green, 72 h | Potency, µM (titrated, usually from 28.9 µM), for inactives: at the highest dose activity, negative = inhibition, most hits filed as inhibitors | hit rate 4.3% among 120,000; active = well fitted inhibition curve with a large enough effect; inconclusive = small, poorly fitted or top-dose-only effect; inactive = no such curve, though single readings can be large or run the other way;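 also: plate controls were DMSO vehicle for no effect and reference drug for full effect; nearly all actives have a fitted effect of over 65% in size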
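Readout: SYBR Green fluorescence, 485 nm excitation, 535 nm emission, after ~16 h lysis at 37C. Before that, Dd2-infected red cells (2.5% hematocrit) grew 72 h with compound, 29 uM top final concentration.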
* marks the source's active call; other numbers are inactive results; i = inactive; ? = inconclusive; & = joins results of further samples; [ ] = another dose, or the depositor's remark. Potency is read from the fitted curve at half-maximal effect.

Sample of the layout (three entries):
SMILES	Pf Dd2 growth
CCCNC(=O)C1COC2(CCN(C(=O)c3ccccc3Cl)CC2)N1C(=O)c1cccc(F)c1 (stereo not given)	-17%
CCN(CC)CCn1c2c(c(SCC(=O)Nc3cccc(C(F)(F)F)c3)nc1=O)CCC2	-29%
CCc1nc2c(c(-c3ccc(Cl)cc3)n1)CCN(CC1CCCCC1)CC2	?

The list itself, repeating the preview:
SMILES	Pf Dd2 growth
CCCNC(=O)C1COC2(CCN(C(=O)c3ccccc3Cl)CC2)N1C(=O)c1cccc(F)c1 (stereo not given)	-17%
CCN(CC)CCn1c2c(c(SCC(=O)Nc3cccc(C(F)(F)F)c3)nc1=O)CCC2	-29%
CCc1nc2c(c(-c3ccc(Cl)cc3)n1)CCN(CC1CCCCC1)CC2	?
O=C(NC1CC1)[C@@H]1CN(Cc2c(F)cccc2Cl)C[C@H]1CO	?
Cc1noc(C)c1S(=O)(=O)N(C)C1CCOc2ccccc21 (stereo not given)	-18%[44.1 µM]
CCCNC(=O)N1CCc2cc(OC)c(OC)cc2C1CNC(=O)c1ccccc1C (stereo not given)	8.9µM*
Cc1ccc(NC(=O)N2CCC(CCNC(=O)CCCc3ccccc3)CC2)cc1	i
Cc1nonc1CN(C)C(=O)CC(c1ccccc1)c1ccc2c(c1)OCO2 (stereo not given)	-10%
Cc1ccc(-c2cn3c(n2)N(C(=O)c2cnn4cccnc24)CCC3)cc1	-6%
CN(C)c1ccc(C(=O)NC[C@H]2C[C@@H]3CCN2C[C@@H]3c2cc(C3CCCCC3)nn2C)cc1	i
Cc1ccccc1CNC(=O)CCn1ccn2nc3c(c2c1=O)CCCC3	-4%
COc1ccccc1NC(=O)c1c(NCc2ccc(C)o2)sc2c1CCC(C)C2 (stereo not given)	?
COc1ccc(CN2CCC(O)(c3csc(CN4CCc5ccccc5C4)n3)CC2)cc1	?
Cc1ccc(CN2CCCn3nc(C)c(-c4ccccc4-c4ccccc4)c32)o1	?
Cc1ccc(NC(=O)Cn2cccc2-c2nc(-c3ccc(F)cc3)no2)c(Cl)c1	i
COC(=O)c1ccc([C@H]2Nc3ccc(S(=O)(=O)Nc4cccc(C)c4)cc3[C@H]3C=CC[C@H]32)cc1	?
CCN1C(=O)C2CC3(CCN(Cc4cn[nH]c4-c4ccccc4)CC3)CN2C1=O (stereo not given)	?
CCC(Sc1nc2cc3c(cc2c(=O)n1CCCC(=O)NCc1ccc(OC)cc1)OCO3)C(=O)NCCCOC (stereo not given)	i
O=C(c1ccc(Cl)cc1)N1CCC2(CC1)C(=O)NCN2Cc1ccccc1	4%
COc1ccc(NC(=O)N2C[C@@H]3C[C@H](C2)c2ccc(NC(=O)COc4ccccc4)c(=O)n2C3)cc1	-20%
COC[C@H]1CCCN1C(=O)CC[C@@H]1CNC(=O)[C@@H]2C[C@H](NC(=O)c3ccccc3)CN12	-9%[44.1 µM]
COC[C@@H]1CN(C(=O)CC(C)C)C[C@H]1c1nc(C)no1	43%[activator]
O=C(O)C[C@@H]1CCN(C(=O)C2CC2)C[C@@H]1CCN1CCN(c2ccccc2)CC1	-11%[44.1 µM]
Cc1cccc(C)c1NC(=O)c1oc2c(c1C)-c1nn(Cc3ccccc3)cc1CC2	?
O=C(CCc1cc(Cl)no1)NCCc1noc(C2CC2)n1	24%
Fc1ccc(-c2ncc3c(n2)C[C@@H]2CC[C@H]3N2)cc1	-8%
CCc1ccc(-n2nnc(-c3nc(-c4ccccc4)no3)c2C)cc1	8%
CCOc1cccc(C2c3[nH]c4ccccc4c3CCN2C(=O)c2ccccc2F)c1 (stereo not given)	?
COc1cccc(Nc2ncc3c(n2)C(C)(C(=O)NCCN2CCOCC2)CC3)c1 (stereo not given)	i
CCOc1ccccc1-c1noc(-c2nc(C)no2)n1	-17%
COc1ccc2c(c1)CCc1c(C(=O)Nc3cc(OC)c(Cl)cc3OC)noc1-2	35%[activator][0.594 µM]
Cn1cc(Cl)cc1C(=O)N1CC[C@@]2(O)CCN(C(=O)C3CCC3)C[C@H]2C1	-9%
O=C1CC[C@@H](CN(Cc2ccncc2)C(=O)c2ccc3nccn3c2)N1	6%
CC1CCCCN1S(=O)(=O)c1ccc2[nH]c(=O)cc(C(=O)NCCc3ccc(Cl)cc3)c2c1 (stereo not given)	-23%
O=C(Nc1ccc2c(c1)C(=O)N1CCC[C@H]1C(=O)N2)c1cc(-c2ccccn2)n[nH]1	1%
COc1ccc(C2(C(=O)N3CCCCCC3c3nc(-c4cccnc4)no3)CC2)cc1 (stereo not given)	-25%
O=C(Nc1ncc(Cc2ccc(F)cc2)s1)c1ccc2c(c1)CC(c1ccccc1)OC2=O (stereo not given)	13%
O=C1COCC2(CN1Cc1c(F)cccc1Cl)CN(c1ccccc1)C2	?
CCOC(=O)c1ccccc1NC(=O)n1ncc2cc(Cl)ccc21	33%[activator]
COc1ccc(C(=O)/C=C/c2cn(CC(O)CN3CCc4ccccc43)c3ccccc23)cc1OC (stereo not given)	8.9µM*
Cc1cccc(C)c1NC(=O)c1ccc2c(c1)N(Cc1cccc(Cl)c1)C(=O)c1ccccc1S2=O (stereo not given)	-16%
Cc1ccc(C(=O)NCC2(C)CCOCC2)cn1	5%
COCCNC(=O)C1CN(c2cccc(OC)c2)C(=O)N1 (stereo not given)	2%[44.1 µM]
Cc1ccc(N2C(=O)c3n[nH]c(C)c3C2c2ccc(C(C)C)cc2)cc1 (stereo not given)	i
COc1ccc(C(=O)NCC(c2ccc3c(c2)OCO3)N2CCN(C)CC2)cc1 (stereo not given)	-5%
COc1ccc(C(=O)NCC2(COc3cnccn3)C[C@@H](O)[C@@H](O)C2)cc1 (stereo not given in full)	-4%[44.1 µM]
CC[C@H]1CN(S(=O)(=O)c2c(C)noc2C)CC[C@H]1CC(=O)NCCSC	-26%[44.1 µM]
C=CCC1(CO)CCCN(CCS(=O)(=O)c2ccccc2)C1 (stereo not given)	-13%
Cn1cnc(S(=O)(=O)N2C[C@@H](Oc3ccccc3)C[C@H]2C(=O)N2CCOCC2)c1	-13%
CSc1ccc(CNc2ncncc2-c2nc(-c3ccccc3)no2)cc1	i
CCOc1ccc(NC(=O)c2cnn3c2NC(C)=C(C(=O)Nc2ccc(Cl)cc2)C3c2ccc(OC)c(OC)c2)cc1 (stereo not given)	?
COCC(=O)N1CCN2C(=O)c3cc(-c4cccc(C(F)(F)F)c4)ccc3NC(=O)[C@H]2C1	-8%
O=C1NCCCCCN(C(=O)NC2CCCCC2)[C@H]2CCCC[C@@H]12	17%
COc1ccc(OC)c2sc(N(Cc3cccnc3)C(=O)c3ccco3)nc12	i
CN(C)C[C@@H]1CN(c2ncccn2)C[C@H]1NC(=O)C1(C)CCOCC1	35%[activator]
COc1ccc(/C=C/c2nc(C#N)c(N3CCN(c4ccccc4)CC3)o2)cc1OC	-1%
CCOC(=O)c1ccccc1NC(=O)Cn1ncc2c1-c1ccccc1OC2	-17%
Cc1ccc(CNC(=O)N2C[C@@H](Oc3ccccc3)C[C@@H]2C(=O)N2CCOCC2)cc1	?
O=C(NC[C@H]1O[C@@H](CO)[C@@H](O)[C@H]1N1CCN(c2ccc(F)cc2)CC1)c1ccco1	8%
COc1cccc(C(=O)c2sc(Nc3ccc(F)c(Cl)c3)nc2N)c1	i

Four entries picked at random from the list so far, as already listed:
SMILES	Pf Dd2 growth
COc1ccc(OC)c2sc(N(Cc3cccnc3)C(=O)c3ccco3)nc12	i
COCC(=O)N1CCN2C(=O)c3cc(-c4cccc(C(F)(F)F)c4)ccc3NC(=O)[C@H]2C1	-8%
CSc1ccc(CNc2ncncc2-c2nc(-c3ccccc3)no2)cc1	i
COc1ccc(/C=C/c2nc(C#N)c(N3CCN(c4ccccc4)CC3)o2)cc1OC	-1%

Additional results follow.
SMILES	Pf Dd2 growth
COc1ccccc1N1CCN(C(=O)C[C@@H]2O[C@H](CNC(=O)NC(C)C)[C@@H](O)[C@H]2O)CC1	27%
CC(=O)Nc1ccc(-c2ccc(=O)n3c2[C@@H]2C[C@@H](CN(C(=O)c4ccccc4)C2)C3)cc1	-25%[44.1 µM]
CCOC(=O)c1cc2c(=O)n3ccccc3nc2n(CC2CCCO2)c1=NC(=O)c1ccccc1OCC (stereo not given)	i
CC(C)(C)CC(=O)N[C@H]1C[C@H]2C(=O)Nc3cc(Cl)ccc3C(=O)N2C1	3%[44.1 µM]
COc1ccc(CNC(=O)N2CCC3(CC2)CC(N2CCOCC2)CCO3)cc1 (stereo not given)	-10%
CNC(=O)[C@@H]1CN(C(=O)c2cc(Cl)ccc2F)C[C@H]1COC	1%
CC1=C[C@@H](CN2CCN(c3ncccn3)CC2)[C@H](C(C)C)C[C@H]1Cc1nnc(-c2cncn2C)o1	-6%
CC(=O)c1cccc(Nc2cc(C)nc3nc(Cc4ccccc4)nn23)c1	-23%
O=C1CCN(Cc2ccc(F)cc2F)CCOCCN1	-18%
Cc1cc(C)cc(NS(=O)(=O)c2ccc3c(c2)CCCN3C(=O)C2CCC2)c1	-8%
CCN(C(=O)c1cnc2ccc(C)cn2c1=O)c1ccccc1	30%[activator]
CCn1c(CN2CCOCC2)nc2cc(NC(=O)c3ccccc3[N+](=O)[O-])ccc21	?
CC1Oc2ccc(NC(=O)c3ccc(F)cc3F)cc2CN(Cc2ccc(Cl)cc2)C1=O (stereo not given)	-18%
CC(=O)Nc1ccc(CN(C)C(C)c2cccs2)cc1 (stereo not given)	?
O=C1CC(c2ccccc2)N(C(=O)Cc2cccnc2)CCCCCN1 (stereo not given)	?
CN(C)C[C@@H]1CN(c2ccncn2)C[C@H]1NC(=O)NC1CCCCC1	-6%
O=C1Nc2ccccc2CC12CCN(Cc1cccnc1)CC2	-13%&-8%[44.1 µM]
CCOc1ccc2c(c1)c(=O)c(S(=O)(=O)c1ccc(Cl)cc1)cn2Cc1ccccc1C	13µM*
O=C1[C@H]2CN(Cc3cccc(Cl)c3)C[C@H]2C(=O)N1CCN1CCc2ccccc2C1	?
CN1[C@@H](CCC(=O)N2CCOCC2)CNC(=O)[C@@H]2[C@H]1CCN2C1CCOCC1	-19%[44.1 µM]
COC(=O)[C@H](NC(=O)C1=C[C@@H](NC(=O)CC2(CC(=O)O)CCCC2)[C@@H](O)[C@H](O)C1)C(C)C	14%
COc1ccccc1-c1[nH]nc2ncc(-c3ccc(C)cc3)nc12	i
COc1ccc(N2CCN(C(=O)CCc3conc3-c3ccc(F)cc3)CC2)cc1	i
Cn1ccnc1CN1C(=O)CO[C@H](c2ccc(NC(=O)COc3ccccc3)cc2)[C@H]1CO	-19%
O=C(c1ccc(F)cc1)N1C[C@@H]2C[C@H](C1)c1c(NS(=O)(=O)c3cccc(F)c3)ccc(=O)n1C2	-5%
O=C(O)c1ccc(CN[C@@H]2CO[C@H](CNC(=O)c3ccncc3)[C@H]2O)cc1	-4%[44.1 µM]
COc1ccccc1C(=O)N1CCC2(C1)C(=NC1CCCCC1)NC(=O)N2c1cc(F)cc(F)c1 (stereo not given)	-20%
O=C(Nc1ccccc1)Nc1nnc(SCC(=O)N2CCCCC2)s1	9%
Cc1cnc(CCNC(=O)C2CC2)n1CC1CC1	i
COc1ccc(C)cc1Nc1c2c(nc3nc(-c4cccs4)nn13)CCCC2	47%[activator][0.594 µM]
Cc1cc2oc(C(=O)Nc3ccc(S(=O)(=O)N4CCCCCC4)cc3)cc(=O)c2cc1C	39%[activator]
Cn1ncc(N2CCC(C(=O)NC3CCCC3)C2)cc1=O (stereo not given)	-13%
CCn1nccc1C(=O)N1CCN(c2cc(-c3ccccc3)[nH]n2)CC1	50%[activator]
Fc1ccc(Cc2nc3nccc(-c4ccncc4)n3n2)cc1	-6%
O=C1CCN(S(=O)(=O)c2ccc3c(c2)OCCO3)CCCCCCN1	i
CN1CC(=O)N(C2CCNCC2)Cc2c1ncnc2N1CCC(O)CC1	13%
Cc1nn(CC(=O)NCc2ccc(F)cc2)c2ccccc12	2%
O=S(=O)(c1cccc(C(F)(F)F)c1)n1c(/C=C/c2ccccc2)nc2ccccc21	?
COc1ccc(CNS(=O)(=O)c2ccc(F)c(C(=O)Nc3c(C)cc(C)cc3C)c2)cc1	76%[activator]
CNC(=O)N1CCC(C2CCN(C(=O)c3nccn3C)C2)CC1 (stereo not given)	7%
CCc1cccc(NC(=O)Cn2c(=O)n(CC(=O)NCCc3ccccc3)c(=O)c3ccccc32)c1	1%
COc1cc(NC(=O)Cn2c(C)cc3ccccc3c2=O)cc(OC)c1OC	?
NC(=O)C(=O)N1CCN2C(=O)c3cc(-c4ccc(Cl)cc4)ccc3NC(=O)[C@@H]2C1	9%[44.1 µM]
Cc1ccc(C(=O)N2CCC3(CC2)SCC(=O)N3c2ccc(F)cc2)cc1[N+](=O)[O-]	i
COCCNC(=O)[C@@H]1C[C@H](Oc2cccnc2)CN1S(=O)(=O)c1cccnc1	-13%
CN1[C@@H](CCC(=O)NCc2ccc(F)cc2)CNC(=O)[C@@H]2[C@H]1CCN2Cc1csnn1	i
COCc1cc(CC2(NCc3ccc(OC)cc3)COC2)no1	-12%[44.1 µM]
COc1ccc2cc3c(N)nn(C(=O)c4ccc(OC)c(OC)c4)c3nc2c1	-10%
C#CC(C)(CC)NC(=O)Cn1nnc(-c2ccc(OCc3c(F)cccc3Cl)cc2)n1 (stereo not given)	?
CC(C)(C)CNC1(Cc2cc(COc3ccccc3)on2)COC1	?

Three compounds already listed, arranged by molar mass, high to low:
SMILES	Pf Dd2 growth
CN1[C@@H](CCC(=O)NCc2ccc(F)cc2)CNC(=O)[C@@H]2[C@H]1CCN2Cc1csnn1	i
C#CC(C)(CC)NC(=O)Cn1nnc(-c2ccc(OCc3c(F)cccc3Cl)cc2)n1 (stereo not given)	?
COc1ccc2cc3c(N)nn(C(=O)c4ccc(OC)c(OC)c4)c3nc2c1	-10%

Assay outcomes (PubChem)

These rows are one share of the data; count on the stated rates, not on these rows.
